LmPK inhibitor: inhibitors of Leishmania mexicana pyruvate kinase; purified LmPK, Kinase-Glo ATP luminescence, 1 h; Potency, µM (doses to about 57.5 µM), for the others: at the highest dose activity change, negative = inhibition, hits mostly inhibitors; 0.37% of 290,000 active; AID 1721; note: potency is the fitted concentration of half-maximal effect; % is set by controls: 0 for no effect and ±100 for the full control effect
Target sequence (Q27686 whole entry, looked up): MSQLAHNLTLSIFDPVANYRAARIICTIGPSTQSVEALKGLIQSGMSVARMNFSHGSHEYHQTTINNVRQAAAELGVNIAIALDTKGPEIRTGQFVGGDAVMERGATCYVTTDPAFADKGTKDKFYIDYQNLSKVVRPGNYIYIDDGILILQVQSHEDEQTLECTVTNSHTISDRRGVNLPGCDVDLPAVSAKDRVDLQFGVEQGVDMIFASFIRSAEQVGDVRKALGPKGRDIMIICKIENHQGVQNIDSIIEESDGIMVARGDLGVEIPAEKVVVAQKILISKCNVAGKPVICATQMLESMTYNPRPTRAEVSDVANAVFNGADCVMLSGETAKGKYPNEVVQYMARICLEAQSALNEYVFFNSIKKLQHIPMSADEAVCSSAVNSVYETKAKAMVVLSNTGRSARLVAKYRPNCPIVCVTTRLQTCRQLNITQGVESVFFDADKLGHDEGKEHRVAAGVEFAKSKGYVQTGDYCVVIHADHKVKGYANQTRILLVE
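0.1 nM LmPK, 0.5 mM PEP, 0.1 mM ADP; 50 mM imidazole pH 7.2, 7 mM MgCl2, 50 mM KCl; 1 h RT. Kinase-Glo luminescence readout, normalized to no-enzyme (full inhibition) and uninhibited wells.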
Pf growth 96h: P. falciparum growth inhibition at 96 hour, primary screen for plastid delayed-death inhibitors; 6.9% of 320,000 active; Potency, µM (highest dose often 28.7 µM), inactives show at the highest dose activity change, negative = inhibition, hits mostly inhibitors; AID 504834; P. falciparum luciferase reporter growth, 96 h; note: potency is the fitted concentration of half-maximal effect; % is set by controls: 0 for no effect and ±100 for the full control effect
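Erythrocytes infected with luciferase-expressing P. falciparum were dispensed at 2% hematocrit and 0.05% parasitemia (final), then incubated with compounds 96 hours at 37 C in 5% CO2. Luminescence after detection reagent addition reported growth.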
Pf growth 48h: P. falciparum growth inhibition at 48 hours (one generation) | P. falciparum luciferase growth in erythrocytes, 48 h | Potency, µM (highest dose often 28.7 µM), for the others: top-dose activity change, negative = inhibition, hits mostly inhibitors | 5.9% of 310,000 active; note: potency is the fitted concentration of half-maximal effect; % is set by controls: 0 for no effect and ±100 for the full control effect
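Luciferase-expressing P. falciparum in infected erythrocytes (2% hematocrit, 0.1% parasitemia final) in RPMI 1640/0.5% Albumax were exposed to compound for 48 hours at 37 C, 5% CO2; growth read as luminescence.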
Cycloheximide cs: affects cycloheximide protein synthesis inhibition readout, counter-screen; cell reporter, cycloheximide protein synthesis inhibition counterscreen; max response, %; 12% of 300,000 active; AID 2314; in the data active = max response mostly above about 13%, no sharp cut-off; inactive = mostly below about 14%; note: read at 38.3 µM for the half of the compounds with a filed dose; 0% is about no effect
AmpC no deterg: blocks E. coli AmpC beta-lactamase in detergent-free assay | P00811 | AmpC nitrocefin hydrolysis, absorbance 480 nm, 0.0001% Triton | Potency, µM (top dose mostly 57.1 µM), inactives show at the highest dose activity change, negative = inhibition, usual class: inhibitors | 0.52% of 330,000 active | AID 485341;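 note: potency is the fitted concentration of half-maximal effect; plate controls were no compound for no effect and no enzyme for full effect; nearly all actives have a fitted effect of over 20% in size; some results filed as inactive show a strong effect at the top dose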
Target sequence (P00811 whole entry, looked up): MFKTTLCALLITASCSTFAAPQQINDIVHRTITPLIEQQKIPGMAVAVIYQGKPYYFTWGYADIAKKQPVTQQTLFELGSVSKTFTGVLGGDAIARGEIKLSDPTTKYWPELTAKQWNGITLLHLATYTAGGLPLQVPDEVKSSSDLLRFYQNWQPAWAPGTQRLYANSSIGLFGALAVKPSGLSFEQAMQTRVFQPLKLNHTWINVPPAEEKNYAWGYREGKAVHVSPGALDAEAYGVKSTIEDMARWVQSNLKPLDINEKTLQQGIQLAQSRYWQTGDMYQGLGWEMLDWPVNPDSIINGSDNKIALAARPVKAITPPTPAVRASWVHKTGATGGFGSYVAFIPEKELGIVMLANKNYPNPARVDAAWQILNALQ
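20 mM phosphate pH 7.0 + 0.01% (detergent screen) or 0.0001% Triton X-100; 5.3 nM AmpC reagent; cpd preinc 15 min RT; nitrocefin (800 uM stock) to start; A480 q20 s × 4 min; Activity was normalised to no-enzyme and no-compound control wells.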
Shiga toxin inh: inhibitors of Shiga toxin in Vero cells; AID 2315; Vero cells, Shiga toxin protein synthesis inhibition reporter; inhibition, % at 38.7 µM; 9.2% of 290,000 active; in the data active = inhibition mostly above about 28%, no sharp cut-off; inactive = mostly below about 43%; note: 0% is about no effect
Tb PYK inh: blocks Trypanosoma brucei pyruvate kinase; AID 624173; TbPYK enzyme, Kinase-Glo Plus ATP luminescence, 45 min; 0.12% of 410,000 active; Potency, µM (highest dose often 76.8 µM), without a hit: at the highest dose activity, negative = inhibition, hits mostly inhibitors; Q57TT1; note: potency is the fitted concentration of half-maximal effect; % is set by controls: 0 for no effect and ±100 for the full control effect; nearly all actives have a fitted effect of over 50% in size
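Glycolytic pyruvate kinase of T. brucei was incubated with substrate, test compound and 130 uM ADP for 45 minutes at room temperature. Luminescent Kinase-Glo Plus signal was measured after 10 minutes.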
Active calls of the source: *; [ ] = dose if it differs, or a comment. Unless noted, calls come from the whole dose curve; as a rule, active = well fitted curve in the direction sought with a large enough effect; inconclusive = small, poorly fitted or top-dose-only effect, or another doubt; inactive = no such curve, though single readings can be large; an effect the other way counts as inactive or inconclusive.

`COCCN1C(=O)N[C@@H](c2ccco2)C(C(C)=O)=C1C` gave LmPK inhibitor 4%, Pf growth 96h -3%, Pf growth 48h -15%, Cycloheximide cs -3, AmpC no deterg -22%, Shiga toxin inh 14 and Tb PYK inh 0%.
C/C(Cc1ccccc1)=N\NC(=O)CNC(=O)c1ccc2c(c1)OCCO2 was read as LmPK inhibitor 0%, Pf growth 96h 7%, Pf growth 48h 6%, Cycloheximide cs -3, AmpC no deterg -11%, Shiga toxin inh -14 and Tb PYK inh 2%.
Screening O=C(O)Cc1ccc(CCNS(=O)(=O)c2ccc(Cl)cc2)cc1 returned Pf growth 96h inconclusive, Pf growth 48h -5%, Cycloheximide cs -5, Shiga toxin inh -2 and Tb PYK inh 7%.
Screening COCc1c(C(=O)NCc2ccccc2CN2CCCC2)oc2ccccc12 returned Pf growth 96h 9.3µM*, Pf growth 48h inconclusive, AmpC no deterg 3% and Tb PYK inh 2%.
`CC1(C)C(=O)OC(c2c(F)c(F)c(F)c(F)c2F)C2(CCCCC2)C1=O` (stereo not drawn) gave LmPK inhibitor -6%, Pf growth 48h inconclusive, Cycloheximide cs -5, AmpC no deterg -8%, Shiga toxin inh 8 and Tb PYK inh -5%.
For O=C(O)CSc1nnc(Cn2nnc3ccccc32)n1CCc1ccccc1 the results were LmPK inhibitor 3%, Pf growth 48h -2%, Cycloheximide cs -8, AmpC no deterg -17%, Shiga toxin inh -5 and Tb PYK inh 3%.
For Cc1ccc(OP(=O)(Nc2c(C)n(C)n(-c3ccccc3)c2=O)Oc2ccc(C)cc2)cc1 the results were LmPK inhibitor -1%, Pf growth 96h 4%, Pf growth 48h -21%, Cycloheximide cs -2, AmpC no deterg 19%, Shiga toxin inh -1 and Tb PYK inh -2%.
Screening CN(Cc1cccnc1)C(=O)c1cc(S(=O)(=O)Nc2ccccc2F)ccc1Cl returned Pf growth 96h 3%, Pf growth 48h 5%, AmpC no deterg -9% and Tb PYK inh 1%.
`Cn1cnc(S(=O)(=O)N2CCN(C(c3ccccc3)c3ccccc3)CC2)c1` gave LmPK inhibitor 1%, Pf growth 96h -10%, Pf growth 48h inconclusive, Cycloheximide cs -5, AmpC no deterg 135%[activator], Shiga toxin inh -4 and Tb PYK inh 2%.
C=CCn1cnc2c(nnn2-c2ccc(Cl)cc2)c1=O was read as LmPK inhibitor 9%, Pf growth 96h 141%[activator], Pf growth 48h 65%[activator], Cycloheximide cs 19, AmpC no deterg -1%, Shiga toxin inh 49 and Tb PYK inh 2%.
For CNCC(O)C(O)C(O)C(O)CO (stereo not drawn) the results were LmPK inhibitor -1%, Pf growth 96h 54%[activator], Pf growth 48h 35%[activator], Cycloheximide cs 1, AmpC no deterg -4%, Shiga toxin inh -15 and Tb PYK inh -5%.
`O=C(NCc1ccccc1)NC1(C(=O)N2CCOCC2)CCCCC1` gave LmPK inhibitor 1%, Pf growth 96h 4%, Pf growth 48h 16%, Cycloheximide cs 2, AmpC no deterg -4%, Shiga toxin inh -8 and Tb PYK inh -2%.
For Cc1noc(C)c1S(=O)(=O)Nc1ccc(C(=O)NC2CCCCCC2)cc1 the results were LmPK inhibitor 3%, Pf growth 96h -15%, Pf growth 48h -9%, Cycloheximide cs -3, AmpC no deterg -31%, Shiga toxin inh -5 and Tb PYK inh -10%.
CCSc1nnc(NC(=O)C(C)(C(F)(F)F)C(F)(F)F)s1 was read as LmPK inhibitor 10%, Pf growth 96h inconclusive, Pf growth 48h 3%, Cycloheximide cs -1, AmpC no deterg -26%, Shiga toxin inh -3 and Tb PYK inh 0%.
`Cc1ccc(S(=O)(=O)NCC(c2cccnc2)N2CCc3ccccc32)cc1` (stereo not drawn) gave LmPK inhibitor 7%, Pf growth 96h 62%[activator], Pf growth 48h inconclusive, Cycloheximide cs -4, AmpC no deterg -2%, Shiga toxin inh 1 and Tb PYK inh 2%.
`CC(C)(C)OC(=O)CN1c2cccc3cccc(c23)S1(=O)=O` gave LmPK inhibitor 3%, Pf growth 96h 8%, Pf growth 48h 12%, Cycloheximide cs -1, AmpC no deterg -15%, Shiga toxin inh -1 and Tb PYK inh -4%.
For COc1ccc(-n2c(SCC(=O)c3ccc[nH]3)nnc2-c2ccccc2)cc1 the results were LmPK inhibitor 2%, Pf growth 96h inconclusive, Pf growth 48h -6%, Cycloheximide cs -4, AmpC no deterg -30%, Shiga toxin inh 7 and Tb PYK inh -23%.
For CCc1ccccc1-n1c(SCC(=O)N2CCCC2)nnc1-c1ccccn1 the results were LmPK inhibitor 0%, Pf growth 96h inconclusive, Pf growth 48h -9%, Cycloheximide cs -2, AmpC no deterg 40%, Shiga toxin inh 2 and Tb PYK inh 1%.
Screening COc1cc2c3c(c1)C1(C(=O)N3C(C)(C)C=C2C)C(C#N)=C(N)Oc2cc(O)ccc21 (stereo not drawn) returned LmPK inhibitor 0%, Pf growth 48h inconclusive, Cycloheximide cs 1, Shiga toxin inh 11 and Tb PYK inh -3%.
CC(C)C(NC(=O)c1ccc(C(C)(C)C)cc1)C(=O)NCC(c1ccccc1)N(C)C (stereo not drawn) was read as LmPK inhibitor -6%, Pf growth 96h inconclusive, Pf growth 48h inconclusive, Cycloheximide cs 5, AmpC no deterg 129%[activator], Shiga toxin inh 2 and Tb PYK inh 2%.
For COc1ccc2[nH]c(C(=O)O)c(CCNC(C)=O)c2c1 the results were LmPK inhibitor 3%, Pf growth 96h 43%[activator], Pf growth 48h inconclusive, Cycloheximide cs -3, AmpC no deterg -20%, Shiga toxin inh -11 and Tb PYK inh 3%.
Screening COc1ccc(N(CC(=O)N2CCN(Cc3ccc4c(c3)OCO4)CC2)S(=O)(=O)c2ccc(F)cc2)cc1 returned LmPK inhibitor -1%, Pf growth 96h inconclusive, Pf growth 48h inconclusive, Cycloheximide cs -2, AmpC no deterg 108%[activator], Shiga toxin inh -10 and Tb PYK inh 1%.
Cc1ccc(C)c(N2N=C(C(=O)OCc3nnc(-c4cccs4)o3)CCC2=O)c1 was read as Pf growth 96h 13%, Pf growth 48h -12%, AmpC no deterg -1% and Tb PYK inh -16%.
Cc1cc(C)n(/N=C/c2cc(Cl)cc(Cl)c2O)c(=O)c1 was read as LmPK inhibitor -2%, Pf growth 96h 17%, Pf growth 48h inconclusive, Cycloheximide cs -2, AmpC no deterg -24%, Shiga toxin inh -14 and Tb PYK inh -1%.
CSc1nccc(N/N=C/c2ccccc2)n1 was read as LmPK inhibitor -5%, Pf growth 96h 341%[activator], Pf growth 48h 201%[activator], Cycloheximide cs 59*, AmpC no deterg -19%, Shiga toxin inh 90* and Tb PYK inh 4%.
Screening O=[N+]([O-])c1ccc(CSc2ncnc3ccccc23)cc1 returned LmPK inhibitor 6%, Pf growth 96h -3%, Pf growth 48h 2%, Cycloheximide cs 1, AmpC no deterg -31%, Shiga toxin inh -5 and Tb PYK inh -1%.
`COC(=O)c1ccc(CSc2nccn2C)cc1` gave LmPK inhibitor -5%, Pf growth 48h 68%[activator], Cycloheximide cs 52*, AmpC no deterg -12%, Shiga toxin inh 65* and Tb PYK inh -4%.
`N#Cc1nc(-c2ccccc2F)oc1N1CCCC1` gave LmPK inhibitor 2%, Pf growth 96h 0%, Pf growth 48h 29%, Cycloheximide cs -2, AmpC no deterg -14%, Shiga toxin inh -7 and Tb PYK inh 3%.
`N#C/C(=C\c1cc(Cl)cc(Cl)c1O)C(=O)NC1CCCCC1` gave LmPK inhibitor -6%, Pf growth 96h inconclusive, Pf growth 48h inconclusive, Cycloheximide cs 1, AmpC no deterg -49%, Shiga toxin inh 16 and Tb PYK inh -7%.
O=C(COc1ccc2c3c(c(=O)oc2c1)CCC3)NC1CCCCC1 was read as LmPK inhibitor 4%, Pf growth 96h 0%, Pf growth 48h 10%, Cycloheximide cs 2, AmpC no deterg -9%, Shiga toxin inh 4 and Tb PYK inh 1%.

Pulled one by one from above:
Cc1cc(C)n(/N=C/c2cc(Cl)cc(Cl)c2O)c(=O)c1 was read as LmPK inhibitor -2%, Pf growth 96h 17%, Pf growth 48h inconclusive, Cycloheximide cs -2, AmpC no deterg -24%, Shiga toxin inh -14 and Tb PYK inh -1%.
CSc1nccc(N/N=C/c2ccccc2)n1 was read as LmPK inhibitor -5%, Pf growth 96h 341%[activator], Pf growth 48h 201%[activator], Cycloheximide cs 59*, AmpC no deterg -19%, Shiga toxin inh 90* and Tb PYK inh 4%.

Continued.
`O=C(Nc1ccc(S(=O)(=O)N2CCOCC2)cc1)c1ccc([N+](=O)[O-])cc1Cl` gave LmPK inhibitor -4%, Pf growth 96h inconclusive, Pf growth 48h 17%, Cycloheximide cs 1, AmpC no deterg -14%, Shiga toxin inh -11 and Tb PYK inh 3%.
For Cc1cccc(NC(=S)NCCc2ccc(S(N)(=O)=O)cc2)c1C the results were LmPK inhibitor -2%, Pf growth 96h inconclusive, Pf growth 48h 14%, Cycloheximide cs -2, AmpC no deterg -9%, Shiga toxin inh -10 and Tb PYK inh -2%.
Screening COc1ccc(NC(=O)CCCCCN2C(=O)c3ccccc3C2=O)c(OC)c1 returned LmPK inhibitor 8%, Pf growth 96h 13%, Pf growth 48h -8%, Cycloheximide cs 2, AmpC no deterg -3%, Shiga toxin inh -11 and Tb PYK inh -2%.
`Cc1cc(C)nc(NS(=O)(=O)c2ccc(NC(=O)c3nn(-c4ccccc4)ccc3=O)cc2)n1` gave LmPK inhibitor 0%, Pf growth 96h 1%, Pf growth 48h 15%, Cycloheximide cs 1, AmpC no deterg -33%, Shiga toxin inh -9 and Tb PYK inh 3%.
`CCN(c1ccccc1)S(=O)(=O)c1ccc(Cl)c(C(=O)O)c1` gave LmPK inhibitor -2%, Pf growth 96h -2%, Pf growth 48h -26%, Cycloheximide cs -1, AmpC no deterg -15%, Shiga toxin inh -5 and Tb PYK inh -19%.
`CC(=O)c1ccc(OCCCC(=O)Nc2cccc(-c3nn[nH]n3)c2)cc1` gave LmPK inhibitor -4%, Pf growth 96h 11%, Pf growth 48h 2%, Cycloheximide cs -3, AmpC no deterg -14%, Shiga toxin inh -3 and Tb PYK inh 2%.
For CC1Sc2ccc(S(=O)(=O)CCC(=O)Nc3ccccc3Cl)cc2NC1=O (stereo not drawn) the results were LmPK inhibitor -3%, Pf growth 96h 7%, Pf growth 48h -1%, Cycloheximide cs -9, AmpC no deterg -33%, Shiga toxin inh -2 and Tb PYK inh -4%.
`COc1ccccc1/C=C/C(=O)Oc1cccc2cccnc12` gave LmPK inhibitor 0%, Pf growth 96h -19%, Pf growth 48h -19%, Cycloheximide cs -1, AmpC no deterg 1%[2.29 µM], Shiga toxin inh -8 and Tb PYK inh -3%.
For CCOC(=O)N1CCN(Cc2ccccc2Cl)CC1 the results were LmPK inhibitor -3%, Pf growth 96h -5%[5.75 µM], Pf growth 48h -6%, Cycloheximide cs -4, Shiga toxin inh -12 and Tb PYK inh 29%.
`COc1ccc(CN(C)C(=O)c2[nH]c(C)c(C(C)=O)c2C)cc1F` gave LmPK inhibitor 1%, Pf growth 96h -17%, Pf growth 48h 3%, Cycloheximide cs -3, AmpC no deterg -10%, Shiga toxin inh -5 and Tb PYK inh 6%.

Screening results from PubChem BioAssay.

Random draw from the library; about 22% have a hit in one of these screens.
